Compound activity as filed in PubChem BioAssay.
PNC assembly inh – High Content Assay for Compounds that inhibit the Assembly of the Perinucleolar Compartment | actives 3.1% (n = 140,000) | activity change (PNC), negative = inhibition, % at 10 µM | PC3M PTB-GFP, PNC prevalence imaging, 16 h; stronger effect = lower value;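 active means readout at or below -70, meaning at least 70% loss of cells showing the perinucleolar compartment, a nuclear body marking cancer cells; inconclusive means readout between -30 and a set limit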;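 further: plate controls were DMSO wells for no effect and camptothecin positive control wells for full effect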
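PC3M cells stably expressing PTB-GFP, 750–1000 cells/well, treated 16 h at 37 °C with compound (23 nl of library stock), in duplicate. After paraformaldehyde fixation and Hoechst stain, imaged at 20x; PNC prevalence scored by image analysis.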
IMPase cell inh – qHTS Assay for Identifying the Cell-Membrane Permeable IMPase Inhibitors; AID 901, 2007; CHO-M1 cells, IP1 accumulation, HTRF TR-FRET ratio; inhibition (IP1 accumulation), % at 46.1 µM; 120,000 tested, under 10 active; Inositol monophosphatase 1 (Rattus norvegicus), P97697; active means well fitted curve in the direction sought with a large enough effect in the signal ratio, not every such curve was filed as active; inconclusive means small, poorly fitted or top-dose-only effect, or a change in a side signal; inactive means no such curve, though single readings can be large or run the other way; the % refers to the signal ratio;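 further: cells stimulated with carbachol in lithium chloride buffer; plate controls were DMSO basal wells for no effect and reference inhibitor wells for full effect; higher means more IMPase inhibition seen as more IP1 and lower FRET ratio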
Target sequence (P97697 whole entry, looked up): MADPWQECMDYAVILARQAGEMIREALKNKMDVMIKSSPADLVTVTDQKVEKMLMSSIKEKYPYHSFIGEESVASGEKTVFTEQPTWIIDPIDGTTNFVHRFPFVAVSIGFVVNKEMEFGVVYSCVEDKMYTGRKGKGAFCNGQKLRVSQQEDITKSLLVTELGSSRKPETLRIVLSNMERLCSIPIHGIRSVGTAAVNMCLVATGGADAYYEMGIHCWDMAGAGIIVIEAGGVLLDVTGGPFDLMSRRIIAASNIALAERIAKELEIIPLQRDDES
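Carbachol-driven Gq signalling in CHO-M1 cells (2000/well) generates IP1. Compounds that block IMPase raise IP1 and so reduce the FRET signal from Eu-anti-IP1 and d2-IP1 after a 10 min room-temperature lysis.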
15-hLO-2 inh – qHTS Assay for Inhibitors of 15-hLO-2 (15-human lipoxygenase 2) | Polyunsaturated fatty acid lipoxygenase ALOX15B (Homo sapiens), O15296 | purified 15hLO-2, xylenol orange hydroperoxide absorbance | Potency, µM (doses to about 57.1 µM), inactives show top-dose activity change, negative = inhibition, usual class: inhibitors | actives 0.56% (n = 110,000); further: potency means the concentration at half of the fitted maximal effect; nearly all actives have a fitted effect of over 60% in size; many of its hits are not listed in these tables
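Purified human 15hLO-2 (50 nM final) preincubated with compounds 15 min at room temperature in 25 mM Hepes pH 7.5, 0.01% Triton X-100, then 45 uM arachidonic acid added for 90 min; hydroperoxide detected via ferrous/xylenol orange, 573/405 nm absorbance ratio.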
ALOX12 inhib – qHTS Assay for Inhibitors of 12-hLO (12-human lipoxygenase) | Polyunsaturated fatty acid lipoxygenase ALOX12 (Homo sapiens), P18054 | actives 0.12% (n = 150,000) | purified 12-hLO, xylenol orange hydroperoxide absorbance | Potency, µM (top dose mostly 57.1 µM), inactives show at the top dose activity change, negative = inhibition, hits mostly inhibitors; further: potency means the concentration at half of the fitted maximal effect; nearly all actives have a fitted effect of over 55% in size; many of its hits are not listed in these tables
Target sequence (P18054 whole entry, looked up): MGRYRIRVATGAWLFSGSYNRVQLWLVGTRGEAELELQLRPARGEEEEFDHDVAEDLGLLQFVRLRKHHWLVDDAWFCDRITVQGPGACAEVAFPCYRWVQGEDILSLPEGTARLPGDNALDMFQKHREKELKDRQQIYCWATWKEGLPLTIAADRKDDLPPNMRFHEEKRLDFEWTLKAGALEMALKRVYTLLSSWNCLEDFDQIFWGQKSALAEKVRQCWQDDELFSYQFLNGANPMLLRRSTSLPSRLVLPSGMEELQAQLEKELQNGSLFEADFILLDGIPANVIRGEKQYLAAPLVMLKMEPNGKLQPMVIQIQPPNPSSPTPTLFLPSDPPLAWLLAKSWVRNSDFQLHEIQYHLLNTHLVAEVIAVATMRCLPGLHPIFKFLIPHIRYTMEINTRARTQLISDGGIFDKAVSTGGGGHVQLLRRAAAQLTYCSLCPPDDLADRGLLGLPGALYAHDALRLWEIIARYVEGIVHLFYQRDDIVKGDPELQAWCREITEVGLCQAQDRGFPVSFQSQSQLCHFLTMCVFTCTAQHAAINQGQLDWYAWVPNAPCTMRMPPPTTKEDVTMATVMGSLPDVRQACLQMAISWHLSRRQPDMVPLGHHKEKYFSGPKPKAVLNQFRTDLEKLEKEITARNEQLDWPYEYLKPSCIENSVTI
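Purified human 12hLO (150 nM), preincubated 15 min with compound, then 40 uM arachidonic acid for 30 min, room temperature, Hepes pH 7.0 with 0.01% Triton X-100. Hydroperoxide detected by ferrous iron/xylenol orange; 573/405 nm absorbance ratio gives reaction progress.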
Starred values were filed as active, the others as inactive; u = inconclusive; x = no result given; [ ] = dose if it differs, or a comment. Unless noted, the call rests on the fitted dose curve; in most records, active means well fitted curve in the direction sought with a large enough effect; inconclusive means small, poorly fitted or top-dose-only effect, or another doubt; inactive means no such curve, though single readings can be large; an effect the other way counts as inactive or inconclusive. Unless noted, on the % scale 0 is the no-effect control and ±100 the full control effect. Only part of the results is shown; rates above refer to the full screens.

SMILES	PNC assembly inh	IMPase cell inh	15-hLO-2 inh	ALOX12 inhib
Cc1ccc(NC2=NC3(CCCCC3)N=C(N)N2)c(C)c1	-23	16	29%	2%
CCN(CCCn1c(SCC#N)nc2ccccc2c1=O)c1ccccc1	-12	19	-3%	-6%
C[C@@](N)(Cc1ccc(O)c(O)c1)C(=O)O	x	1[20.6 µM]	u	-4%
CCCCCn1c(CNC(C)=O)nc2ccccc21	39	7	-1%	2%
Cc1cccc2cccnc12	x	x	1%	-5%
O=C1c2[nH]nc(-c3ccccc3O)c2C(c2ccc(F)cc2)N1Cc1ccco1 (stereo unspecified)	u	-1	-20%	-21%
COCCSc1nnc(-c2cnccn2)o1	-8	3	-3%	4%
COc1cc(C)cc2c(-c3c(O)cc(O)c4c3C[C@H](C)N[C@@H]4C)cc(-c3cc(-c4c(O)cc(O)c5c4C[C@H](C)N[C@@H]5C)c4cc(C)cc(OC)c4c3O)c(O)c12	x	x	8%[11.4 µM]	11%[11.4 µM]
O=C(C1CCCO1)N1CCN(C(=S)Nc2ccc(Cl)cc2Cl)CC1 (stereo unspecified)	49	x	x	1%
Cc1sc2ncnc(NCC3(N4CCOCC4)CCCCC3)c2c1C	7	-3	16%	-2%

4 structures out of the list, ordered by length of the SMILES, lowest first:
SMILES	PNC assembly inh	IMPase cell inh	15-hLO-2 inh	ALOX12 inhib
Cc1cccc2cccnc12	x	x	1%	-5%
COCCSc1nnc(-c2cnccn2)o1	-8	3	-3%	4%
C[C@@](N)(Cc1ccc(O)c(O)c1)C(=O)O	x	1[20.6 µM]	u	-4%
CCN(CCCn1c(SCC#N)nc2ccccc2c1=O)c1ccccc1	-12	19	-3%	-6%

Remaining list, next part.
SMILES	PNC assembly inh	IMPase cell inh	15-hLO-2 inh	ALOX12 inhib
CCCc1nnc(NC(=O)CCC(=O)Nc2ccc(F)cc2)s1	-20	4	2%	-6%
CCn1c(SCC(=O)N2CCCc3ccccc32)nc2cccnc21	u	4	-6%	0%
CCCCCN=c1ccn(Cc2ccccc2)c2ccccc12	x	19	19%	-7%
CCOC(=O)N1CCC(NC(=O)c2ccc3c(c2)N(Cc2ccc(F)cc2)CCS3)CC1	-12	u	2%	-7%
CC(=O)c1ccc(OC(=O)N(c2ccccc2)c2ccccc2)cc1	32	6	4%	-2%
CCOc1ccc(S(=O)(=O)N(C)c2ccc(OCC(=O)Nc3nc4ccccc4s3)cc2)cc1	u	-11	x	2%
O=C(/C(=C/c1ccccc1Cl)c1ccccc1)N1CCOCC1	u	x	x	-3%
CC1CCCC(NC(=O)CN2CCN(Cc3ccc(Cl)cc3)C2=O)C1C (stereo unspecified)	-2	3	1%	-2%
CCc1ccc2c(CC(=O)Nc3nnc(C4CC4)s3)coc2c1	-28	-5	-15%	-7%
CC1=CC(C)(C)Nc2ccc(C)cc21	u	-4	u	-13%
c1ccc(-c2nnc(CSc3nncs3)o2)cc1	u	6	-6%	1%
Cc1nccn1CCCN1C(=O)OC2(CCCCC2)C1(C)O (stereo unspecified)	u	-4	x	1%
Cc1ccc(C)c([N+](=O)[O-])c1	x	x	-8%	-3%
Cc1cc(NS(=O)(=O)c2ccc(NC(=S)NC(=O)c3ccc(F)cc3Cl)cc2)no1	-22	x	x	-20%
Cc1cccc(N(CC(=O)Nc2ccc(CC#N)cc2)S(C)(=O)=O)c1	-84*	13	-2%	1%
Cn1c(CN2CCCCC2)nc2cc(NC(=O)c3cccc(Br)c3)ccc21	16	7	19%	-2%
CCC(C)NS(=O)(=O)c1ccc(OCC(=O)Nc2ccc3c(c2)OCCO3)cc1 (stereo unspecified)	5	7	0%	-9%
CCOC(=O)N1CCC(N2Cc3cccc(C(=O)NCc4ccc(OC)cc4)c3C2=O)CC1	-13	x	x	-2%
CCOC(=O)C(=O)Nc1ccccc1C(N)=O	8	-3	-1%	2%
COc1cc(NC(=O)N[C@H](C(=O)O)C(C)C)cc(OC)c1	6	1	0%	-1%
CCOC(=O)CNS(=O)(=O)c1ccc(C(=O)O)cc1	23	u	-5%	4%
CCCCc1nc2ccccc2c(=O)n1NC(=O)c1c(O)c2cccc3c2n(c1=O)CCC3	-13	-4	1%	-5%
CCC(C)(C)C1CCc2c(sc(NC(=O)c3ccoc3C)c2C(N)=O)C1 (stereo unspecified)	u	u	-27%	0%
Cc1ccc(CC(=O)OCCNC(=O)c2cccnc2)cc1	30	-1	0%	-5%
CC(C)c1ccc(NC(=O)COC(=O)COc2ccccc2)cc1	19	-6	x	0%
Cc1csc(=O)n1CC(=O)OCc1cccc2ccccc12	-100*	0	x	7%
CCCC/S(CC1CC1(Cl)Cl)=N\S(=O)(=O)c1ccc(C)cc1 (stereo unspecified)	-8	-1	-11%	4%
CCSc1nc(N2CCCCC2)c2c(c1C#N)CCCC2	-7	3	1%	7%
CC(C)(C)c1cc(OC(=O)c2ccncc2)ccc1O	105	10	x	-2%
Cc1ccc(NC(=O)C2CCCN(S(=O)(=O)c3c(C)noc3C)C2)cc1F (stereo unspecified)	u	4	14%	-7%
O=C(CCCSc1nc2ccccc2s1)NCc1ccc2c(c1)OCO2	u	10	x	-3%
Cc1ccc(C(=O)NCCc2nnc3ccc(SCC(=O)Nc4ccc(C)cc4C)nn23)cc1	9	-1	x	1%
CCN1C(=O)c2cccc3c(NC(=O)c4ccc5c(c4)OCCO5)ccc1c23	-6	12	3%	10%
COc1ccc(-c2noc(-c3cc(Cl)ccc3Cl)n2)cc1OC	38	1	-7%	-5%
C=N[C@H](C(=O)N[C@@H]1C(=O)N2[C@@H]1SC(C)(C)[C@@H]2C(=O)O)c1ccccc1	x	-4[20.6 µM]	7%[25.6 µM]	0%[25.6 µM]
COc1ccccc1Cn1cnc2cccnc21	35	7	6%	4%
COC(=O)c1cccc(C(=O)Oc2cccc(Br)c2)n1	-26	0	-5%	-4%
CCCOc1ccc(N2CC(C(=O)Nc3ncccc3C)CC2=O)cc1 (stereo unspecified)	4	-1	-6%	-2%
COc1ccccc1CNC(=O)CC(C)C	-7	3	-5%	4%
CSc1ncccc1C(=O)OCC(=O)N1CCOCC1	-19	-1	-3%	0%
CCCC(=O)Nc1ccc(C(=O)Nc2nnc(COC)s2)cc1	11	-2	1%	2%
COc1ccc2[nH]c(C(=O)O)c(NS(=O)(=O)c3ccc(OC)c(OC)c3)c2c1	-24	u	u	-4%
COc1ccc(NCc2nnc(SCC(=O)Nc3nc(-c4ccccc4)cs3)n2-c2ccccc2)cc1	u	x	x	-3%
NNC(=O)C1=NOC(CNc2ncc(C(F)(F)F)cc2Cl)C1 (stereo unspecified)	18	0	-3%	-8%
O=C(N/N=C/c1ccccc1Cl)c1cccc(F)c1	15	13	2%	-1%
COc1ccc(-c2cc(C#N)nc(N3CCNCC3)n2)cc1	54	-5	29%	2%
COc1ccc(-c2cnc(N)n2CC2CCCO2)cc1 (stereo unspecified)	u	6	52%[activator]	2%
O=C(O)C1CCCN1C(=O)c1cccs1 (stereo unspecified)	-3	-9	x	-3%
O=C(N/N=C\c1ccc(-c2ccc([N+](=O)[O-])cc2)o1)C1COc2ccccc2O1 (stereo unspecified)	u	x	x	-3%
COc1ccc2cc3cc(C(=O)NCC4COc5ccccc5O4)oc3nc2c1 (stereo unspecified)	17	-5	1%	-3%

Next records follow.
SMILES	PNC assembly inh	IMPase cell inh	15-hLO-2 inh	ALOX12 inhib
COc1ccc(-n2c(=O)[nH]cc(C(=O)N3CCc4ccccc43)c2=O)cc1	u	u	x	2%
Cc1ccc(C)c(NC(=O)Cc2csc(-c3ccccc3)n2)c1	-19	x	x	-2%
COc1ccccc1C(=O)Nc1nc2ccc(S(C)(=O)=O)cc2s1	-8	x	x	3%
CCC(C)Nc1nc2c(c(=O)n(C)c(=O)n2C)n1Cc1cccc(C)c1 (stereo unspecified)	-23	8	x	-6%
CCOC(=O)c1[nH]c2cc(OC)c(OC)cc2c1NC(=O)C(C)N1CCN(Cc2ccccc2)CC1 (stereo unspecified)	-11	2	6%	0%
Cc1cc2ncn(C(=O)c3c(-c4c(Cl)cccc4Cl)noc3C)c2cc1C	7	23	27%	-8%
O=C(CSc1nc(C2CC2)nc2ccccc12)N1c2ccccc2Sc2ccccc21	46	-5[1.84 µM]	4%[11.4 µM]	-2%
COc1ccc(CCN/C=C2/CC(=O)NC2=O)cc1OC	17	5	3%	-3%
CCN(CCC(=O)Nc1cc([N+](=O)[O-])ccc1OC)Cc1ccccc1	0	x	x	2%
CCCCCCCCCCS(=O)(=O)N/N=C/c1ccc([N+](=O)[O-])cc1	-10	1	-17%	-11%
Cc1nnc(Sc2cc(C(=O)NCc3ccco3)c3ccccc3n2)s1	-11	4	7%	-7%
CCOc1nc(SC(C(C)=O)C(=O)Nc2ccccc2)nc(N(C)C)n1 (stereo unspecified)	-28	17	x	-14%
Cn1c(=O)c2c(n(C)c1=O)=NC1(CCCCC1)ON=2	11	3	-8%	1%
COc1ccccc1C(CC(=O)Nc1ccc(C)c(C)c1)c1ccc(OC(C)C)cc1 (stereo unspecified)	-1	-14	x	3%
COC(=O)COc1ccc(S(=O)(=O)N2CCc3ccccc3C2)cc1	u	2	-13%	-3%
Cc1ccc(OCC(O)CN2CCN(Cc3ccc4c(c3)OCO4)CC2)cc1C (stereo unspecified)	u	x	x	2%
COc1nc(N(CC(N)=O)S(=O)(=O)c2ccccc2)nc(C)c1Cl	u	7	x	5%
Cc1c(Cl)c([N+](=O)[O-])nn1CCCC(=O)N(Cc1ccccc1)Cc1ccccc1	-20	x	x	-6%
CCCCN(C)C1=Nc2cccc3cccc1c23	-14	8	-4%	0%
Cc1onc(-c2ccccc2Cl)c1C(=O)Nc1ccccc1C(=O)NC(C)C	43	9	0%	1%
CCOc1cc(C2C3=C(CCCC3=O)Nc3nc(C(=O)OC)nn32)ccc1OC (stereo unspecified)	16	2	x	8%
Cc1nn(C2CCS(=O)(=O)C2)c(Cl)c1/C=C/C(=O)OCC(=O)c1c[nH]c2ccccc12 (stereo unspecified)	-24	x	x	-1%
COc1cccc(/C=N/NC(=O)CC2C(=O)NN=C2C)c1OC (stereo unspecified)	9	3	-9%	-7%
Cc1ccc(NC(=O)c2cc(C)nn2-c2ccccc2)cc1	5	5	-2%	1%
COC(=O)c1ccc(CSc2nnc(NC(=O)C3CC(=O)N(Cc4ccc(C)cc4)C3)s2)cc1 (stereo unspecified)	-6	x	x	-8%
COc1ccc(C(CC(=O)O)NC(=O)OC(C)(C)C)cc1 (stereo unspecified)	1	8	x	1%
C=CCn1c(COc2ccccc2F)nnc1SCC(=O)N1CC(=O)Nc2ccccc21	-18	10	0%	-1%
CCOC(=O)C1=NNC2(c3ccc(C)cc3)C(=O)N(c3ccc(Cl)cc3)C(=O)C12 (stereo unspecified)	8	29	x	-22%
COc1ccc(-c2nn(-c3ccccc3)cc2C(=O)N2CCOCC2)cc1	-27	1	2%	-7%
